MEKK3 PB1 HTS = modulators of MEKK3-MEK5 PB1 binding, primary screen, biochemical, wildtype MEKK3, multiplex bead flow cytometry, Alexa488-MEK5; Mitogen-activated protein kinase kinase kinase 3 (Homo sapiens), Q99759; bead-based flow cytometry, Alexa488-MEK5 binding to MEKK3; actives lie on both sides; 0 = blocked by unlabeled MEK5, 100 = vehicle; binding response (% of control), % at 10 µM; hit rate 1.4% among 290,000;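 active = binding response more than 3 SD above or below the average of its plate-row segment, actives on both sides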;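 also: Alexa488 bead fluorescence after subtracting the streptavidin-only scavenger bead signal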
Target sequence (Q99759 whole entry, looked up): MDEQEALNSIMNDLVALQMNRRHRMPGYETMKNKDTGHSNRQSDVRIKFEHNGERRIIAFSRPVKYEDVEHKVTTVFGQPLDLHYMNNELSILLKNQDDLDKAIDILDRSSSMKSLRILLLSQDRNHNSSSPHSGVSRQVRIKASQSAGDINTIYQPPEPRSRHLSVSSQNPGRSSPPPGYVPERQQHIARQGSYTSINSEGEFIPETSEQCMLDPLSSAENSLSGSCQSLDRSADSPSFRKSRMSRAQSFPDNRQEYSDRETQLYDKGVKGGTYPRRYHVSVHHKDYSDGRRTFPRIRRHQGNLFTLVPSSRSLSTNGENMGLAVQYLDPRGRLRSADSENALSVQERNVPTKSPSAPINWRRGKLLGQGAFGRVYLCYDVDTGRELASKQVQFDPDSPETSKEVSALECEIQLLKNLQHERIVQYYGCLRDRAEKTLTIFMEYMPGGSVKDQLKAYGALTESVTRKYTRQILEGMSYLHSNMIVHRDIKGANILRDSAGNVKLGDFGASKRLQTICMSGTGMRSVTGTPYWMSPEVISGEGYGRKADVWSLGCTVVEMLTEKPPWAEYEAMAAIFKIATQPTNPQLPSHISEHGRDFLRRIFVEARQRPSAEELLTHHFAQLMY
CRFBP-R2 agonist = agonists of CRF-BP/CRF-R2 complex, primary screen, cell-based, HEK293, calcium dye fluorescence, uHTS | hit rate 0.46% among 350,000 | calcium dye fluorescence (FLIPR); percent of saturating CRF peptide response | activation, % at 13.2 µM | AID 588473, 2011 | CRF-binding protein / CRF receptor 2 complex (human);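 active = activation of at least 50%, plus an integration ratio under a set limit after plate pattern correction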;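 also: plate controls were neutral control wells without compound for no effect and CRF at EC100 for full effect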
CRFBP-R2 block = antagonists of CRF-BP/CRF-R2 complex, primary screen, cell-based, HEK293, calcium dye fluorescence, uHTS; inhibition, % at 11.8 µM; hit rate 0.59% among 350,000; CRF-induced calcium fluorescence; AID 588475, 2011;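 active = inhibition of the ligand-induced calcium signal above about 50% at the single tested concentration, limit read from the data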
M4 PAM = human M4 muscarinic receptor positive allosteric modulators, primary screen, CHO-K1 cells, Fluo-8 calcium fluorescence | activation, % at 3 µM | CHO-K1 hM4/Gqi5, ACh EC20; 0% = ACh EC20, 100% = maximal ACh | hit rate 0.4% among 360,000;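 active = activation above its plate's cutoff, the mean activation of sample wells plus 3 SD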; also: some results filed as inactive read as strong as hits
Target sequence (P08173 whole entry, looked up): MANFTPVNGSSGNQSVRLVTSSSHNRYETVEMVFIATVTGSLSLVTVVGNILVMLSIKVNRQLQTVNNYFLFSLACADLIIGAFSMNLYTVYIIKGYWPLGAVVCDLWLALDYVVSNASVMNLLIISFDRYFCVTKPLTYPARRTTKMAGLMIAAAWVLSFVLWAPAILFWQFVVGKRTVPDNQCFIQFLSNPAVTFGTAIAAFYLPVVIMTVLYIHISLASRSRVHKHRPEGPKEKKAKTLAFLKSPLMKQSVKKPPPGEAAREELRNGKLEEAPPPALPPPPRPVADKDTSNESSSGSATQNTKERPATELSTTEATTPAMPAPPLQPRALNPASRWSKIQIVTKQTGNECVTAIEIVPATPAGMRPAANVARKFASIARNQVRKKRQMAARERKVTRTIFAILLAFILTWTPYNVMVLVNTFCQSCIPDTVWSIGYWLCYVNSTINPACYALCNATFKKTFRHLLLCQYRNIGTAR
PHOSPHO1 inh = PubChem AID 1565. Phosphoethanolamine/phosphocholine phosphatase (Homo sapiens), Q8TCT1. recombinant PHOSPHO1, absorbance phosphatase assay. inhibition, % at 13.3 µM. hit rate 1.1% among 290,000; in the data active = inhibition above about 60%
p-CIP stab down = p/CIP-EGFP fusion destabilizers, primary screen, fluorescence, F442A cells | 16 h | decrease of EGFP signal, % at 10 µM | hit rate 0.01% among 290,000;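 active = EGFP signal decrease of at least 30% at 10 µM or well 3 SD below plate mean, unless failing retest; inactive = the rest, including hits failing retest or dose response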; also: some compounds called inactive have numbers as strong as hits; many of its hits are not listed in these tables
IDE act = human IDE activators in live cells, primary screen, fluorescence polarization, HEK cells, FAbeta-B substrate; Insulin-degrading enzyme (Homo sapiens), P14735; FAbeta-B cleavage; 0% vehicle, 100% cell-free pure enzyme wells; activation, % at 5.96 µM; hit rate 0.073% among 340,000;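 active = activation above the mean of all tested compounds plus 3 SD, set per screening campaign, cut at about 17% in these data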
GalR3 antagonist = GalR3 antagonists in HEK293 cells, primary screen, cell-based, fluorescence readout | HEK293 GalR3-CNG cAMP membrane potential fluorescence; galR3 body fused to GalR1 C-terminus | inhibition, % at 3 µM | hit rate 0.44% among 360,000 | AID 651719, 2012;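 active = inhibition above the screen-wide average plus 3 SD, cut at about 13% in these data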;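 also: forskolin and galanin both at EC90 stimulate the cells; cAMP rise reported by CNG channel membrane potential dye signal; 0% = forskolin plus galanin with DMSO and 100% = forskolin alone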
IDE inh = human IDE inhibitors in live cells, primary screen, fluorescence polarization, HEK cells, FAbetaB substrate; Insulin-degrading enzyme (Homo sapiens), P14735; FAbetaB cleavage; inhibition, % at 5.59 µM; hit rate 0.41% among 320,000;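 active = percent inhibition above the average of all tested compounds plus 3 SD, set per screening campaign, cut at about 16% in these data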;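 also: IDE supplied by intact live HEK cells; FP after avidin binding of uncleaved biotin substrate so inhibition keeps polarization high; 0% = DMSO wells and 100% = 60 µM reference IDE inhibitor Ii1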
* = called active by the depositor; nt = no result given.

SMILES | MEKK3 PB1 HTS | CRFBP-R2 agonist | CRFBP-R2 block | M4 PAM | PHOSPHO1 inh | p-CIP stab down | IDE act | GalR3 antagonist | IDE inh
CC(=O)Nc1ccc(NC(=O)CSc2nnc(C)c(=O)n2N)cc1 | 99 | -0.3 | -10 | -2 | -8 | -11 | 3 | -4 | 0
CCN(CC(=O)Nc1ccccc1C(F)(F)F)C(=O)c1cccc(N2C(=O)CCC2=O)c1 | nt | -1.5 | 5 | 14 | nt | nt | 2 | -4 | 3
O=C(COc1ncnc2ccccc12)NCc1ccco1 | 101 | 0.0 | 6 | 12 | -15 | 3 | 9 | -7 | 10
c1ccc(-c2nc3c4ccccc4ccn3c2CN2CCOCC2)cc1 | 104 | -1.5 | -17 | 1 | 56 | 1 | 2 | 5 | 3
COc1ccc2c3c([nH]c2c1)C1CC2C(CC(O)C(OC)C2C(=O)O)CN1CC3 (stereo unspecified) | 102 | 3.8 | -1 | 2 | 6 | -10 | 8 | 9 | 3
COc1cccc(/C=N\NC(=O)Cn2nnc3ccccc32)c1O | 104 | 0.6 | -9 | -7 | 37 | -22 | nt | -4 | 0
CN1CCN(C(=S)c2ccc(OCC(=O)Nc3cccc(C(F)(F)F)c3)cc2)CC1 | 106 | 2.7 | -12 | -15 | 22 | -9 | 2 | -7 | 4
O=[N+]([O-])c1ccc(N2CCN(c3ccccc3)CC2)nc1 | 94 | 1.8 | 1 | -7 | 6 | -17 | 2 | -9 | -6
Cc1ccc(C(C(=O)NCc2ccc(F)cc2)N(C(=O)c2csnn2)C2CC2)o1 (stereo unspecified) | 100 | -2.4 | -13 | 1 | 3 | 3 | 0 | -1 | 2
O=C1c2ccccc2C(=O)N1CN(C(=O)c1ccccc1[N+](=O)[O-])c1ccc(F)cc1 | 96 | -2.8 | 48 | -5 | -10 | -3 | 4 | -7 | 1
CC(=O)Oc1ccc2oc(-c3ccccc3)c(C(N)=O)c2c1 | 110 | -2.3 | 5 | nt | 5 | -6 | nt | nt | 0
CCOC(=O)c1cc(NC(=O)OC)c(C)nc1C | 101 | -1.6 | -2 | 11 | 4 | 6 | 2 | 0 | -2
COCCn1c(SCC(=O)Nc2ccccc2)nc2c1c(=O)[nH]c(=O)n2C | 104 | -9.5 | 7 | 3 | -9 | -9 | 7 | nt | 7
O=C(CNC(=O)c1cccs1)N/N=C/c1cccc(Br)c1 | 101 | -1.7 | 5 | -3 | nt | 9 | 5 | -1 | nt
O=C(NNC(=S)Nc1ccc(Cl)cc1Cl)C1CC1 | 102 | -3.2 | 23 | 9 | 6 | 3 | -1 | 0 | 8
COc1ccc(C(=O)NNC(=S)NC(=O)c2ccccc2[N+](=O)[O-])cc1 | 105 | -1.4 | -15 | 3 | 7 | -6 | -5 | -2 | -5
COc1cc(OC)c(OC)cc1CN1CCN(c2ccccc2OC)CC1 | 95 | -1.4 | 5 | 4 | 54 | 7 | 4 | 2 | -5
CCCn1c(=O)c(C(=O)Nc2ccccc2C(=O)OCC)c(O)c2ccccc21 | 110 | -0.2 | -18 | 9 | -9 | 2 | -5 | nt | 5
Cc1c(NS(=O)(=O)c2cccc(C(=O)N3CCC(C(N)=O)CC3)c2)c(=O)n(-c2ccccc2)n1C | nt | -0.1 | -13 | 32* | nt | nt | 1 | -2 | 3
CCO/N=C/C1=C(O)C(C(=O)OC)C(C)(C)CC1=O (stereo unspecified) | 88 | -1.1 | 9 | 0 | 46 | 2 | 6 | 3 | 1

Reformatted with values ahead of the structure: entries from further up
MEKK3 PB1 HTS | CRFBP-R2 agonist | CRFBP-R2 block | M4 PAM | PHOSPHO1 inh | p-CIP stab down | IDE act | GalR3 antagonist | IDE inh | Compound
110 | -0.2 | -18 | 9 | -9 | 2 | -5 | nt | 5 | CCCn1c(=O)c(C(=O)Nc2ccccc2C(=O)OCC)c(O)c2ccccc21
nt | -0.1 | -13 | 32* | nt | nt | 1 | -2 | 3 | Cc1c(NS(=O)(=O)c2cccc(C(=O)N3CCC(C(N)=O)CC3)c2)c(=O)n(-c2ccccc2)n1C

Going on with the list:
SMILES | MEKK3 PB1 HTS | CRFBP-R2 agonist | CRFBP-R2 block | M4 PAM | PHOSPHO1 inh | p-CIP stab down | IDE act | GalR3 antagonist | IDE inh
CCN(CCn1cccn1)C(=O)c1cc(COc2ccccc2SC)on1 | 102 | -1.1 | 4 | 4 | 13 | 3 | 0 | -2 | nt
COc1ccc(-c2sc(NC(C)=O)nc2-c2ccccc2)cc1 | 100 | -1.3 | 2 | 4 | 0 | -2 | 6 | 2 | -3
O=C(Nc1ccc(SC(F)F)cc1)c1cccc2nc3ccccc3nc12 | 106 | 1.0 | -12 | -2 | 0 | 5 | 3 | -2 | 1
COc1cc(OC)c2c(-c3ccccc3)cc(=O)oc2c1C(CC(=O)N1CCOCC1)c1ccc2c(c1)OCO2 (stereo unspecified) | 127 | -1.6 | 10 | 8 | 26 | -5 | -2 | 1 | -3
Cc1nn2c(COc3ccc(NC(=O)c4ccccc4Cl)cc3)nnc2c2ccccc12 | 119 | -0.8 | 19 | -3 | -32 | 5 | -2 | -2 | 4
Cc1c(NC(=O)COC(=O)/C=C/c2cccc(Cl)c2)c(=O)n(-c2ccccc2)n1C | nt | -0.4 | 8 | 8 | nt | nt | 3 | -8 | -3
COc1ccc(-n2ccc3ccccc32)cc1 | 111 | 2.1 | 14 | -2 | 48 | -7 | -2 | -8 | 0
C/C(=N\NC(=O)c1nnn(-c2nonc2N)c1C(C)C)c1ccc2ccccc2c1 | 94 | 10 | 8 | -1 | 22 | -13 | 6 | -11 | -1
Cc1ccccc1OCc1nc(-c2ccc(Br)o2)no1 | 105 | -0.2 | 3 | -5 | -21 | -3 | 7 | 2 | -2
Cc1cc(C)n(-c2ccc(C(=O)OCC(=O)Nc3cc(Cl)ccc3[N+](=O)[O-])cc2)n1 | 78 | -3.8 | -15 | 14 | 1 | 14 | 1 | -1 | 1
O=C(Nc1cccc(Cl)c1)c1ccc(NCCCN2CCOCC2)c([N+](=O)[O-])c1 | 98 | 0.7 | 40 | 1 | 13 | 14 | -6 | -4 | 8
CCC(Sc1ccc2nnc(-c3cccnc3)n2n1)C(=O)O (stereo unspecified) | 107 | -1.0 | 17 | -8 | 40 | -4 | 6 | -4 | 5
CC1Cc2ccccc2N1C(=O)C1CCCCN1S(=O)(=O)c1ccccc1 (stereo unspecified) | 104 | 0.4 | 4 | -2 | 29 | -10 | 8 | -2 | 0
COc1cc(NC(=O)COC(=O)C2CC2)c(C)cc1[N+](=O)[O-] | 106 | -2.7 | -17 | 6 | -3 | -1 | 4 | -9 | 4
Cc1ccc(S(=O)(=O)N(C)C)cc1NC(=O)COC(=O)c1c(-c2ccccc2)noc1C | nt | -0.8 | 3 | 11 | nt | nt | 3 | -3 | -1
COc1ccc(C=NOCC(=O)OCC(=O)Nc2ccc(OC)cc2)cc1 | nt | 0.1 | 5 | -6 | nt | nt | -1 | -2 | 4
Cc1ccc(F)cc1S(=O)(=O)Nc1cccc(C(=O)N2CCCC(C(N)=O)C2)c1 (stereo unspecified) | nt | -0.1 | 7 | 11 | nt | nt | 0 | -3 | 2
COc1cc(CC(NC(C)=O)C(=O)NC2CCN(C(=O)c3ccc(C)cc3)CC2)cc(OC)c1 (stereo unspecified) | 102 | -1.6 | 5 | 3 | 22 | -4 | 1 | -6 | -2
COc1ccc2[nH]c(C)c(C(=O)CN(C)CC3OCCO3)c2c1 | 108 | 0.1 | 4 | nt | 18 | 7 | nt | -3 | -5
CCS(=O)(=O)c1ccc2c(c1)NC(=O)C(CCO)O2 (stereo unspecified) | 101 | -0.8 | 10 | 1 | 10 | -7 | 3 | -4 | 4
COc1ccc(CCNC(=O)CSCc2ccc([N+](=O)[O-])cc2)cc1 | 116 | -3.4 | 32 | -2 | -5 | 6 | 1 | -2 | -1
COc1cccc(Cn2c(NCc3ccco3)nc3c2c(=O)n(C)c(=O)n3C)c1 | 99 | -1.0 | -12 | nt | -14 | -5 | nt | 8 | 3
CCN(c1ccccc1)S(=O)(=O)c1ccc2[nH]cc(C(=O)NCCOC)c(=O)c2c1 | 99 | -1.2 | 7 | 10 | 7 | -8 | 6 | -2 | 5
Cc1ccc(/C=C2\SC(=S)N(NS(=O)(=O)c3ccc(C)cc3)C2=O)cc1 | 102 | 1.8 | 38 | -2 | -24 | -20 | 6 | -7 | -4
Cc1cc(C)c(S(=O)(=O)Nc2ccc(Cl)cn2)c(C)c1 | 107 | 0.5 | 2 | -3 | 19 | -2 | 5 | -8 | 7
Cc1ccc(C)c(NC(=O)C2CC(=O)N(C3CCCCC3)C2)c1 (stereo unspecified) | 99 | 2.4 | -10 | 0 | 13 | -2 | 7 | -9 | 5
CC(C)Cn1c(N)c(C(=O)CSc2n[nH]c(N)n2)c(=O)n(C)c1=O | nt | 0.4 | -5 | -1 | nt | nt | -4 | -3 | 3
Cc1cccc(OCCCC(=O)NNC(=O)c2ccc(F)cc2)c1 | nt | -0.6 | 11 | 0 | nt | nt | -2 | -2 | -1
CCC(Sc1ncnc2c1c(-c1ccccc1)cn2-c1ccc(OC)cc1)C(=O)OC (stereo unspecified) | 103 | 0.2 | 21 | -6 | -9 | 1 | 2 | -3 | 0
Cc1ccc2c(c1)C(c1ccccc1)N(C(=O)c1ccc3c(c1)OCO3)CC(=O)N2 (stereo unspecified) | 116 | -0.4 | -24 | -5 | 22 | 0 | 1 | -7 | 3
CSc1ccc(-c2nc(CN(C)C3CCOC3)c(C)o2)cc1 (stereo unspecified) | 98 | -0.7 | 11 | -2 | 37 | 0 | 3 | 0 | -2
COC(=O)CCC(=O)Nc1cccc2ccccc12 | 104 | -0.5 | 6 | 6 | 38 | -12 | 2 | 3 | 2
COCCCNC(=S)NNC(=S)Nc1ccccc1 | 100 | 0.4 | -4 | -2 | -6 | 3 | nt | 2 | 3
Cc1c(C(=O)NC(=S)Nc2cccnc2)cccc1[N+](=O)[O-] | 103 | 1.3 | -6 | -10 | 20 | -12 | 2 | -1 | 0
COc1ccc(CNc2ncnc3cc(OC)c(OC)cc23)cc1 | 117 | 1.9 | 1 | 8 | 4 | 8 | -15 | 4 | 10
CC(C)CCNC(=O)COc1ccc(N(C)S(=O)(=O)c2ccc(F)cc2)cc1 | 79 | -2.0 | -18 | -8 | -22 | -6 | 4 | -9 | 3
COc1ccc(CCNC(=O)CCn2c(=O)[nH]c3cc(OC)c(OC)cc3c2=O)cc1OC | 104 | -1.4 | 25 | 5 | -19 | -12 | 3 | -9 | 1
COc1ccc(S(=O)(=O)N2CCN=C2SCc2cccc(F)c2)cc1 | 102 | 3.2 | 2 | -4 | 61* | -16 | 0 | -5 | 2
COC(=O)c1ccccc1NC(=O)N1CCN(c2ccccc2F)CC1 | 60 | 4.6 | 30 | 2 | -37 | -10 | -3 | -2 | 2
Cc1ccc(NC(=O)CN2C(=O)CCS(=O)(=O)c3ccccc32)cc1Cl | 95 | -0.4 | -14 | 0 | 29 | 4 | 6 | -6 | -2
c1ccc(C(c2ccccc2)c2nc(-c3cccnc3)no2)cc1 | 101 | 0.3 | 24 | 2 | 28 | 2 | 4 | -3 | 4
COc1cc(NC(=O)C2COc3ccccc3O2)c(OC)cc1Cl (stereo unspecified) | 101 | -2.2 | 24 | -2 | 9 | 7 | 2 | -2 | 1

Bioassay records deposited in PubChem by several laboratories.
